ERb SRC1 inh – ER-beta (human) coactivator binding inhibition; Q92731; TR-FRET ER-beta LBD / SRC1-Cy5 peptide binding; receptor agonist-loaded with 1 µM estradiol; inhibition, % at 25.6 µM; 1.3% of 86,000 active; AID 633;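 active = compounds whose percent inhibition of the receptor-coactivator binding signal exceeds about 50% in the single-dose screen, limit read from the data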;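 also: 0% = receptor plus peptide wells without compound and 100% = peptide-only wells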
sEH act – increases human soluble epoxide hydrolase activity. P34913. purified human sEH enzymatic activity, activator screen. activation, % at 2 µM. 0.04% of 91,000 active. AID 717; in the data active = activation above about 37%; also: values of inactives mirror those of a sister screen read the other way
MT1-MMP txn act – MT1-MMP promoter transcription activation. HT1080 MT1-MMP promoter luciferase reporter, luminescence, overnight; stronger effect = higher value. activation factor at 10 µM. 0.16% of 86,000 active;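 active = activation factor of at least 2 for MT1-MMP transcription at 10 µM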
Candida biofilm – kills Candida albicans biofilms. C. albicans biofilm + clotrimazole, Alamar Blue. inhibition, % at 6 µM. 0.14% of 85,000 active;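 active = inhibition above 20%; inactive = inhibition below 20%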;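 also: preformed 24 hr biofilms exposed to compound for 48 hr; 0% = biofilm without compound and 100% = blank killed by clotrimazole plus chlorhexidine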
sEH inhibitor – blocks human soluble epoxide hydrolase activity. recombinant human sEH enzymatic activity assay. AID 707. inhibition, % at 2 µM. 0.34% of 91,000 active; in the data active = inhibition above about 80%; also: values of inactives mirror those of a sister screen read the other way; many of its hits are not listed in these tables
ERa SRC1 pot – enhances coactivator binding to human estrogen receptor alpha; P03372; TR-FRET ERalpha-LBD/SRC-Cy5 coactivator binding, 2 h; 100 = basal binding, no effect; coactivator binding (% of control), % at 25.6 µM; 1.3% of 86,000 active; in the data active = activity above about 200%;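 also: binding measured in presence of low estradiol as agonist stimulus; 0% = peptide alone without receptor and 100% = receptor with peptide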
Mac1 fbg inh – CD11b/CD18-fibrinogen binding inhibition; P05107+P11215; K562 CD11b/CD18 adhesion to fibrinogen, ATPlite luminescence; Mn2+ added to activate the integrin; inhibition, % at 10 µM; 0.54% of 93,000 active;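 active = primary inhibition of 50% or more at 10 µM, then 40% or more on retest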; also: some results filed as inactive read as strong as hits
Target sequence (P05107 whole entry, looked up, other chains not shown): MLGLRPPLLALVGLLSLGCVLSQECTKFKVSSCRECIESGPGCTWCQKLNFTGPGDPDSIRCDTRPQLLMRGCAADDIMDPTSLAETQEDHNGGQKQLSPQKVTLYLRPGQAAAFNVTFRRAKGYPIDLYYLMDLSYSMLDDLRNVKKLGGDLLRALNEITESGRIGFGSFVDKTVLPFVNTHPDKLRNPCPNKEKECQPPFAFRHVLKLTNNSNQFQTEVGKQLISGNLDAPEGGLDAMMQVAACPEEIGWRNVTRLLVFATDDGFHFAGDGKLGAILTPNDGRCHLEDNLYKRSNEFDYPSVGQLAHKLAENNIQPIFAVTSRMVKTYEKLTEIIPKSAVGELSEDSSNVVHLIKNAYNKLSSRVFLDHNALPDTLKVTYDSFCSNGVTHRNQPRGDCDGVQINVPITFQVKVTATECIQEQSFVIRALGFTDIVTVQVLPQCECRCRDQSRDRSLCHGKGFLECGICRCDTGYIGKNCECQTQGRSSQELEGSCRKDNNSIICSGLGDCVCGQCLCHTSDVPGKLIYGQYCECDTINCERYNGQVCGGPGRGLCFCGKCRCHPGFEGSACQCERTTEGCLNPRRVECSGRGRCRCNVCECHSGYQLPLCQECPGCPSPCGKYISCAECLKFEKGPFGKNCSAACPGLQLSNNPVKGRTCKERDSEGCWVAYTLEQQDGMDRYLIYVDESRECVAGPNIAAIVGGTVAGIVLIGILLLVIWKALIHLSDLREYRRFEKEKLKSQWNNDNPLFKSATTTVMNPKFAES
CD11b adhes enh – enhancers of human CD11b/CD18 binding to fibrinogen; P05107+P11215; K562 CD11b/CD18 adhesion to fibrinogen, ATPlite luminescence; activation, % at 10 µM; 0.07% of 93,000 active;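 active = 10 µM primary screen giving 50% or more activity, confirmed by 40% or more on retest at that dose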; also: strong numbers were not always called active; reference of the scale not given here
Smad3 FoxH1 inh – Smad3 (human) transcription factor binding inhibition; P84022; TR-FRET Smad3/Dy647-FoxH1 peptide binding, europium anti-His; inhibition, % at 25 µM; 0.29% of 88,000 active; AID 630;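 active = compounds that reduce the energy-transfer binding signal between the protein and its labelled peptide by more than half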;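 also: 0% = Smad3 plus labelled peptide maximal FRET and 100% = peptide-only background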
The depositor's hits bear a star; nt = not tested or not shown; [ ] = another dose, or the depositor's remark. This is a subset. The share of hits here may be higher or lower than overall.

SMILES | ERb SRC1 inh | sEH act | MT1-MMP txn act | Candida biofilm | sEH inhibitor | ERa SRC1 pot | Mac1 fbg inh | CD11b adhes enh | Smad3 FoxH1 inh
COC(=O)c1ccccc1NC(=O)c1nc2nc(C)cc(C(F)F)n2n1 | 0 | 7 | 0.9 | 4 | -9 | 90 | -2 | -1 | 10
O=C(c1cccs1)N1CCN(CCc2ccccc2)CC1 | -4 | 2 | 1 | 1 | 1 | 100 | -1 | 11 | 1
O=C(CSc1nnc(Cc2cc(=O)[nH]c(=O)[nH]2)n1-c1ccccc1)N1CCCC1 | -9 | -3 | 1.1 | 1 | 4 | 109 | 2 | 10 | 4[fluorescence artefact?]
CC1(c2ccccc2)CC(C)(C)N(C(=O)C2CCCO2)c2ccccc21 (stereo unspecified) | 1 | 8 | 1 | 3 | -5 | 65 | -14 | 1 | -8
CS(=O)(=O)N(CCc1ccccc1)CC(=O)N1CCCCC1 | -5 | 4 | 1 | 8 | -9 | 102 | -2 | 0 | -23
NNc1nc(Nc2ccccc2)nc(N2CCCCC2)n1 | -13 | 1 | nt | 0 | 1 | 87 | -2 | 2 | -1
Cc1ccc(-n2c(Cc3cccs3)nnc2SCC(N)=O)cc1 | -11 | -4 | 1 | -1 | 4 | 98 | 0 | -1 | 9
COc1cccc(-n2c(Cc3cc(=O)[nH]c(=O)[nH]3)nnc2SC(C)C)c1 | -5 | nt | 1.1 | 2 | nt | 121 | -6 | -2 | 5
O=C(NCc1ccc2c(c1)OCO2)c1ccc(CS(=O)(=O)c2cccc(C(F)(F)F)c2)o1 | 4 | -11 | 1.3 | nt | 13 | 126 | 2 | -2 | 9
Cc1cc(NC(=O)NC(=O)c2ccc(F)cc2F)n[nH]1 | 2 | 3 | 1.2 | 7 | -4 | 88 | nt | nt | -1
CCCc1nnc(NC(=O)CN2C(=O)c3ccccc3C2=O)s1 | -27 | 8 | 1.1 | 4 | -9 | 123 | -4 | -3 | 7
O=C1C2CC=C(Cl)CC2C(=O)N1CCN1CCOCC1 (stereo unspecified) | 6 | 8 | 1.1 | 6 | -11 | 103 | -2 | -2 | 2
CC1=C(C(=O)Nc2ccccc2C)C(c2ccccc2)NC(=O)N1 (stereo unspecified) | -6 | -7 | 1.1 | 1 | 6 | 114 | 15 | -4 | 3
CC(=O)Nc1ccc(S(=O)(=O)NCCSCc2ccco2)cc1 | nt | 4 | 1.2 | nt | -8 | nt | -1 | -2 | nt
CCCCN(CCCC)C(=O)CSc1nnc(-c2cc(OC)c(OC)c(OC)c2)o1 | -5 | nt | 1 | 5 | nt | 105 | -24 | 2 | -2
CCCCCCCCNC(C)C(O)c1ccc(SC(C)C)cc1 (stereo unspecified) | -9 | nt | 0.8 | 6 | nt | 75 | nt | nt | -1
CN1C=CC(=C2C(=O)c3ccccc3C2=O)C=C1 | 2 | 5 | 0.6 | 5 | -5 | 116 | 16 | -1 | -1
CC(=O)Nc1ccc(OC(=O)c2ccco2)cc1 | -13 | 4 | 1 | 7 | -4 | 100 | nt | nt | 16
COc1ccc(CN2C(=O)c3ccccc3C2C(=O)NCc2cccnc2)c(OC)c1 (stereo unspecified) | 2 | 7 | 1.1 | 0 | -6 | 112[fluorescence artefact?] | -8 | -4 | -5
O=C(N/N=C1\CCCc2ccccc21)c1ccc([N+](=O)[O-])cc1 | -10[fluorescence artefact?] | -3 | nt | 6 | 3 | 98 | nt | nt | 5
Cc1ccc2nc(N3C(=O)C(O)=C(C(=O)c4cc5ccccc5o4)C3c3cccs3)sc2c1 (stereo unspecified) | nt | -3 | nt | nt | 6 | nt | 2 | 47 | nt
COc1cccc(-n2c(C)nnc2SCC(=O)Nc2ccccc2N2CCOCC2)c1 | -2 | -17 | 1.1 | 4 | 16 | 105 | -17 | -1 | 5
CC[C@H]1OC(=O)C[C@@H](O)[C@H](C)[C@@H](O[C@@H]2O[C@H](C)C[C@H](N(C)C)[C@H]2O)[C@@H](CC=O)C[C@@H](C)C(=O)C=C[C@]2(C)O[C@H]2[C@@H]1C | 12 | nt | 0.9 | 0 | nt | 109 | nt | nt | 9
COC(=O)c1cc(=O)n2c(-c3ccc(OC)cc3)csc2n1 | 10[fluorescence artefact?] | -7 | 1.1 | 5 | 10 | 87 | 9 | 0 | -11
Cn1c(SCc2ccc(C#N)cc2)nnc1-c1cccc(Cl)c1 | -14 | -2 | 1.1 | 6 | 2 | 109 | -13 | 1 | 1

Of the compounds above, these have a Cl atom.
SMILES | ERb SRC1 inh | sEH act | MT1-MMP txn act | Candida biofilm | sEH inhibitor | ERa SRC1 pot | Mac1 fbg inh | CD11b adhes enh | Smad3 FoxH1 inh
O=C1C2CC=C(Cl)CC2C(=O)N1CCN1CCOCC1 (stereo unspecified) | 6 | 8 | 1.1 | 6 | -11 | 103 | -2 | -2 | 2
Cn1c(SCc2ccc(C#N)cc2)nnc1-c1cccc(Cl)c1 | -14 | -2 | 1.1 | 6 | 2 | 109 | -13 | 1 | 1

Additional entries follow.
SMILES | ERb SRC1 inh | sEH act | MT1-MMP txn act | Candida biofilm | sEH inhibitor | ERa SRC1 pot | Mac1 fbg inh | CD11b adhes enh | Smad3 FoxH1 inh
Cc1noc(C)c1COC(=O)COc1ccc2c(C)cc(=O)oc2c1 | -3 | 9 | 1.1 | 9 | -7 | 100 | 27 | -2 | 8
Cc1c(CCC(=O)O)c(=O)oc2cc(O)ccc12 | -9 | nt | 1.1 | 0 | nt | 95 | -6 | -5 | 8
CCCCOc1ccc(-c2nc(-c3cccnc3)no2)cc1 | 11[fluorescence artefact?] | nt | 1.3 | 3 | nt | 134 | 5 | -3 | 3
COC(=O)c1ccccc1NC(=O)N1CCCC1 | 7 | 6 | 1.2 | -2 | -3 | 78 | -12 | -4 | -2
Cc1cccc(NS(=O)(=O)c2ccc(C3CCCCC3)cc2)c1 | nt | 5 | nt | nt | -2 | nt | 93 | -8 | nt
CCOC(=O)C1=C(c2ccccc2)OC(N)=C(C#N)C1c1cccs1 (stereo unspecified) | nt | 5 | nt | nt | -4 | nt | 8 | -1 | nt
COc1ccc(C2NC(=O)c3ccccc3N2)cc1OC (stereo unspecified) | -7 | 4 | nt | 10 | -2 | 95[fluorescence artefact?] | -29 | 0 | 2
CCN1CCc2c(C#N)c(N3CCOCC3)nc(NCc3ccccc3)c2C1 | -5 | -4 | 1.2 | 7 | 5 | 89 | -2 | 0 | 2
CCCCCCc1cc2cc(-c3nnc(-c4cccc(OC)c4)o3)c(=O)oc2cc1O | 1 | 7 | 0.9 | 4 | -6 | 144 | nt | nt | 3
Cc1ccccc1Cn1nnc(C(=O)Nc2cccc(C)c2C)c1N | -21 | 4 | 1.1 | 9 | -6 | 95 | -2 | 4 | 6[fluorescence artefact?]
COc1ccccc1CN1C(=O)CN(C2CCCC2)C(=O)C1c1ccc(F)cc1 (stereo unspecified) | -12[fluorescence artefact?] | 12 | 1.1 | 11 | -13 | 114 | 5 | -2 | 3
COc1ccc(OC)c(S(=O)(=O)NCc2cn3c(C)csc3n2)c1 | -4 | -8 | 1.2 | -4 | 11 | 118 | -44 | 0 | -1
Oc1c(C(c2ccco2)N2CCOCC2)sc2ncnn12 (stereo unspecified) | 1 | -1 | 1.1 | 10 | 0 | 104 | 7 | 0 | -3
Cn1nnc2cc(C(=O)N3CCC(c4ccccc4)C3)ccc21 (stereo unspecified) | 7 | 7 | 1.2 | -3 | -8 | 120 | -33 | 0 | 4
Cc1ccc2oc(=O)n(CC(=O)OC(C)C)c2c1 | -10 | 4 | 1.3 | 5 | 1 | 93 | nt | nt | 3
Cc1cnc(NC(=O)C2COc3ccccc3O2)s1 (stereo unspecified) | 6 | 10 | nt | -3 | -12 | 128[fluorescence artefact?] | 3 | 2 | -11
Cc1cccc(N(C(=O)c2ccc(CN3CCOCC3)o2)C(C(=O)NC2CCCCC2)c2ccc(F)cc2)c1 (stereo unspecified) | 3[fluorescence artefact?] | 3 | 1.2 | 7 | 2 | 114 | nt | nt | 9[fluorescence artefact?]
COc1c(S(=O)(=O)N2CCCCC2)ccc2c(S(=O)(=O)N3CCCCC3)cccc12 | -27 | -4 | 1 | 7 | 7 | 107 | nt | nt | 13
CCN(CC)S(=O)(=O)c1cc([N+](=O)[O-])ccc1NNC(=O)Nc1ccccc1OC | -2 | -20 | 1.3 | 2 | 22 | 89 | -4 | 4 | 3
Cc1ccc(N2C(=O)c3ccccc3C2O)nc1 (stereo unspecified) | 7 | nt | nt | -3 | nt | 95 | 17 | 0 | -5
CN1CCN(C(=O)c2ccccc2NC(=O)C(C)(C)C)CC1 | -7[fluorescence artefact?] | 5 | 1.3 | 10 | 0 | 109[fluorescence artefact?] | nt | nt | 6
CCN(CC)c1ccc(C=Nc2ccc(N(C)C)cc2)c(O)c1 | 9 | 1 | 1.3 | 5 | 2 | 88 | -4 | 4 | 18[fluorescence artefact?]
COc1ccc(CN(C(=O)c2cc3ccccc3oc2=O)C2CCCC2)cc1 | -24[fluorescence artefact?] | 7 | 1.1 | 6 | -3 | 112 | nt | nt | 10
CN(C)Cc1nc2ccccc2c(=O)n1Cc1nc(-c2cc3ccccc3o2)cs1 | -2 | -7 | 1.1 | 5 | 6 | 141 | -1 | 1 | 3
COCCN(Cc1cc2cc3c(cc2nc1Cl)OCO3)C(=O)Nc1ccccc1OC | nt | -4 | nt | nt | 4 | nt | -9 | 8 | nt
(cont.)
SMILES | ERb SRC1 inh | sEH act | MT1-MMP txn act | Candida biofilm | sEH inhibitor | ERa SRC1 pot | Mac1 fbg inh | CD11b adhes enh | Smad3 FoxH1 inh
COCCn1c(C)cc(C(=O)CSc2nnc(C)s2)c1C | -3 | nt | 0.2 | 3 | nt | 120 | 2 | -3 | -2
COc1ccc2oc(=O)c(C(C)=O)cc2c1 | -16 | -3 | 1.1 | 3 | 2 | 109 | 5 | -2 | 9
CC1(C)N=C2C(=[N+]1[O-])CCC/C2=N\O | -14 | 18 | 1 | 1 | -21 | 98 | -15 | -5 | 6
Cc1sc2nc(C(C)Sc3nnc(C)n3-c3ccccc3)[nH]c(=O)c2c1C (stereo unspecified) | 9[fluorescence artefact?] | nt | 1.1 | 1 | nt | 101 | -3 | -4 | -15
CCCNC(=O)c1cccc(C(F)(F)F)c1 | nt | -9 | nt | nt | 10 | nt | -17 | -2 | nt
CS(=O)(=O)N(CC(=O)N1CCCC1)c1cc(Cl)c(Cl)cc1Cl | 6 | -16 | 1.2 | nt | 14 | 71 | -14 | -3 | -15
O=S(=O)(c1ccc(N2CCN(S(=O)(=O)c3ccc4c(c3)OCCO4)CC2)nc1)N1CCCC1 | 44[fluorescence artefact?] | -2 | 1 | 8 | 4 | 275*[fluorescence artefact?] | nt | nt | 0
O=C1CCN(C(=O)c2ccccc2)C2CCCCC12 (stereo unspecified) | 5 | nt | 1.1 | 3 | nt | 119 | -10 | 0 | 3
CC(O)CNc1nc2c(c(=O)n(C)c(=O)n2C)n1CCc1ccccc1 (stereo unspecified) | -21 | 11 | 1 | 6 | -11 | 112 | nt | nt | 3
CC(C)CCOc1ccc(C(=O)CCNC(C)C(=O)O)cc1 (stereo unspecified) | 0[fluorescence artefact?] | nt | 0.9 | 4 | nt | 100 | -8 | -1 | 12
CCCOc1ccc(NC(=O)C2CC(=O)N3CCCN=C3S2)cc1 (stereo unspecified) | -11 | -7 | 1.2 | 2 | 8 | 90 | -21 | 1 | 4
O=C(CSc1ncccn1)NC(=O)NCc1ccccc1 | 39 | -6 | 1.5 | nt | 8 | 114 | -16 | -1 | 5
O=C(CNC(=O)c1ccc(Br)o1)Nc1cccc(-c2cnc3ccccc3n2)c1 | 7 | -2 | 1 | 5 | 5 | 107[fluorescence artefact?] | -15 | 83 | 14
OCCN1CCOCCN(CCO)CCOCC1 | 4 | -2 | 1 | 6 | 2 | 101 | -2 | 0 | -2

Source: PubChem
